Assay outcomes: PubChem BioAssay, The Scripps Research Institute Molecular Screening Center
CHO parental Ca = counter-screen for OX1R antagonists: effect in parental CHO cells. parental CHO-K1, ATP-induced calcium, Fluo-8 fluorescence. inhibition, % at 5.6 µM. 330,000 tested, 0.63% active. AID 463079;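 active = inhibition above that plate's mean sample inhibition plus 3 SD, cut at about 26% in these data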;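 note: 0% = ATP-challenged DMSO wells and 100% = DMSO wells without ATP; some compounds past the cut are filed as inactive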
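Test system: untransfected parental CHO cell line; also added: ATP stimulus; dosing: 5.6 µM, single dose; signal: calcium-sensitive Fluo-8 fluorescence; measure: percent inhibition of ATP-evoked calcium rise, normalized to controls; benchmarks: low control ATP plus DMSO, high control DMSO only; replication: one well per compound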
OXTR potentiator = potentiators of human oxytocin receptor. P30559. 320,000 tested, 0.061% active. activation, % at 3 µM. CHO-OTR cells, Fluo-8 calcium fluorescence, potentiator mode; 0% = oxytocin EC15, 100% = EC100;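 active = activation above that plate's cutoff, the mean activation of tested compounds plus 3 SD, cut at about 6.6% in these data, passing the limit was not always enough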;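 note: 100% uses oxytocin at 75 nM as the full agonist control; some results filed as inactive read as strong as hits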
Target sequence (P30559 whole entry, looked up): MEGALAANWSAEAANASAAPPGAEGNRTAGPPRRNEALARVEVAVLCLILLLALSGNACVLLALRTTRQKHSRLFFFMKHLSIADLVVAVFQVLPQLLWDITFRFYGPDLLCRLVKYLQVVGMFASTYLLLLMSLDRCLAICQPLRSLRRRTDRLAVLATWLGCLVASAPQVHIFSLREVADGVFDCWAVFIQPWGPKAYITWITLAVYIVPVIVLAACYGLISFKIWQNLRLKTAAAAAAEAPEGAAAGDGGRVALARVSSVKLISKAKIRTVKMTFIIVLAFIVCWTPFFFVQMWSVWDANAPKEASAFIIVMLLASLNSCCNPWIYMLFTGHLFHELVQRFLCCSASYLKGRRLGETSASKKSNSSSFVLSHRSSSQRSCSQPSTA
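Assay system: CHO cell line stably expressing human OTR | Also added: Oxytocin at about EC15, sub-maximal agonist stimulus | Times: Compound 6 min at room temperature before oxytocin, 100 s read | Measured by: Fluo-8 intracellular calcium fluorescence, ex 470-495, em 515-575 nm | Controls: EC15 oxytocin alone as 0%, 75 nM oxytocin as 100%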
OXTR ag = human OXTR agonism | P30559 | CHO-OTR cells, Fluo-8 calcium fluorescence; normalized: DMSO 0%, oxytocin 100% | activation, % at 3 µM | 320,000 tested, 0.32% active | AID 2435;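 active = activation above the mean of all tested compounds plus 3 SD, cutoff set per screening run, cut at about 20% in these data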;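 note: peak over basal fluorescence ratio from a 100 s FLIPR kinetic read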
CHO-K1 Ca PAM = M1 PAM counterscreen hit in parental CHO-K1 cells | activation, % at 3 µM | ATP EC20, Fluo-8 calcium fluorescence; 0% at ATP EC20, 100% at ATP max | 360,000 tested, 0.02% active;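 active = activation above the run cutoff, the mean activation of all test compounds plus 3 SD, cut at about 40% in these data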;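 note: peak over basal fluorescence ratio in a 140 s read after ATP addition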
M1 ag parental = counter-screen for M1 agonists: effect in parental CHO-K1 cells. Fluo-8 calcium fluorescence; scaled to maximal ATP response, vehicle zero. activation, % at 3 µM. 360,000 tested, 0.48% active. AID 602248; in the data active = activation above about 15%;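 note: untransfected CHO-K1 host cells lacking M1 receptor as counterscreen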
V1aR counter = counter-screen for oxytocin receptor agonists: human V1a receptor agonists | activation, % at 3 µM | CHO-V1R cells, Fluo-8 calcium fluorescence, agonist mode; 0% DMSO, 100% 3 nM vasopressin | P37288 | AID 2797 | 320,000 tested, 0.25% active;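 active = activation above the mean activation of all tested compounds plus 3 SD, per screening run, cut at about 20% in these data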;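 note: signal is peak over basal fluorescence ratio across a 100 second FLIPR read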
Target sequence (P37288 whole entry, looked up): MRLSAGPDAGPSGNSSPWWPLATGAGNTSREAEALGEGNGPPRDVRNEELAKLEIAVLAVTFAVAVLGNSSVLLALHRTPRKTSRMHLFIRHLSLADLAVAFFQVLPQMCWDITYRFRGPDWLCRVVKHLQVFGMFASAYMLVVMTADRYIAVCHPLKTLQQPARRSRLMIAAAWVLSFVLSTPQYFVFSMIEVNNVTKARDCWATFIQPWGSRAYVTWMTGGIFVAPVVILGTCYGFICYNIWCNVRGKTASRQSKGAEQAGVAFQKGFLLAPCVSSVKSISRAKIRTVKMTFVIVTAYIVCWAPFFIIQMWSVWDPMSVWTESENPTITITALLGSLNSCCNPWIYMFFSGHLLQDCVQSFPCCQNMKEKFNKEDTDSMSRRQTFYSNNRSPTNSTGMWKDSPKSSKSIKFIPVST
CHO-K1 Ca antag = counter-screen for M1 antagonists: effect in parental CHO-K1 cells | ATP-induced calcium, Fluo-8 fluorescence | inhibition, % at 3 µM | 360,000 tested, 0.6% active | AID 602250;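 active = inhibition above a per-plate cutoff, the plate's mean sample inhibition plus 3 SD, cut at about 24% in these data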;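 note: 0% = DMSO plus EC80 ATP and 100% = DMSO alone without ATP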
GPR7 antag = blocks human GPR7 receptor signaling. GPR7-expressing cells, fluorescence antagonist assay. inhibition, % at 4.4 µM. 290,000 tested, 1.1% active; in the data active = inhibition above about 16%, passing the limit was not always enough;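 note: cells stimulated with the agonist NPW; 0% = agonist with vehicle and 100% = vehicle without agonist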
TAAR1 antag = human TAAR1 antagonism; CHO RD-HGA16 TAAR1, Fluo-8 calcium fluorescence, antagonist; 360,000 tested, 1.5% active; inhibition, % at 3 µM;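 active = inhibition above a per-plate cutoff, the mean inhibition of test compounds on that plate plus 3 SD, cut at about 49% in these data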;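 note: 0% = DMSO plus EC80 beta-PEA response and 100% = DMSO alone without agonist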
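Material: RD-HGA16 CHO cells with stable hTAAR1 and Gα16; Dosing: single nominal final test compound concentration of 3 µM; Schedule: seeding 17-24 h prior, 75-min 37 °C, 30-min RT dye loading; Detection: kinetic Fluo-8 calcium fluorescence measurement; Measure: % inhibition from peak post-agonist over basal fluorescence ratio; Benchmarks: vehicle and agonist controls.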
Active calls of the source: *; . = no result given. Compounds were not picked by outcome; overall some 3.5% were active at least once.

A first look:
SMILES | CHO parental Ca | OXTR potentiator | OXTR ag | CHO-K1 Ca PAM | M1 ag parental | V1aR counter | CHO-K1 Ca antag | GPR7 antag | TAAR1 antag
O=C(Oc1c(-c2ccccc2)c(=O)n2c3c(cccc13)CC2)c1ccccc1 | -16 | -5 | -1.8 | 6 | 0.6 | -0.1 | -4 | -9 | -61
CCCCN(C)Cc1cc(=O)oc2cc3c(cc12)CCCC3 | -6 | 2 | -2.7 | 9 | 0.1 | -0.7 | -3 | -16 | 4
O=C(NCc1ccco1)Nc1ccc(Br)cc1 | 9 | -10 | 1.6 | 0 | 2.1 | 2.9 | 3 | -12 | -23
COc1ccc(-c2cc(-c3ccccc3)nc(SCC(=O)Nc3ncc(C)s3)c2C#N)cc1 | 0 | -9 | -0.4 | 19 | 0.8 | 1.0 | -4 | -3 | -2
Cc1ccc(N/C=C2/Sc3ccccc3NC2=O)cc1 | -14 | -3 | -2.1 | 23 | 3.9 | -1.4 | -7 | -13 | 9
Cc1ccccc1CS(=O)(=O)CCC(=O)NCc1ccccn1 | -3 | -9 | -0.3 | 21 | 0.6 | -0.1 | -6 | -8 | -10
COc1ccc(-c2csc(NC(=S)NC(=O)c3cccs3)n2)cc1OC | . | . | . | -1 | 1.9 | . | 3 | -16 | 50*
COc1cccc(CNC(=O)c2cc3c(C)nc4ccccc4c3o2)c1 | -4 | -4 | 2.0 | 10 | 7.2 | 4.9 | -2 | -5 | 26
CC(=O)NC1C(OCc2ccccc2)OC2COC(C)(C)OC2C1O (stereo not drawn) | 6 | -7 | 0.5 | 6 | 0.2 | 0.1 | -11 | 5 | -9

Main list, repeating the preview:
SMILES | CHO parental Ca | OXTR potentiator | OXTR ag | CHO-K1 Ca PAM | M1 ag parental | V1aR counter | CHO-K1 Ca antag | GPR7 antag | TAAR1 antag
O=C(Oc1c(-c2ccccc2)c(=O)n2c3c(cccc13)CC2)c1ccccc1 | -16 | -5 | -1.8 | 6 | 0.6 | -0.1 | -4 | -9 | -61
CCCCN(C)Cc1cc(=O)oc2cc3c(cc12)CCCC3 | -6 | 2 | -2.7 | 9 | 0.1 | -0.7 | -3 | -16 | 4
O=C(NCc1ccco1)Nc1ccc(Br)cc1 | 9 | -10 | 1.6 | 0 | 2.1 | 2.9 | 3 | -12 | -23
COc1ccc(-c2cc(-c3ccccc3)nc(SCC(=O)Nc3ncc(C)s3)c2C#N)cc1 | 0 | -9 | -0.4 | 19 | 0.8 | 1.0 | -4 | -3 | -2
Cc1ccc(N/C=C2/Sc3ccccc3NC2=O)cc1 | -14 | -3 | -2.1 | 23 | 3.9 | -1.4 | -7 | -13 | 9
Cc1ccccc1CS(=O)(=O)CCC(=O)NCc1ccccn1 | -3 | -9 | -0.3 | 21 | 0.6 | -0.1 | -6 | -8 | -10
COc1ccc(-c2csc(NC(=S)NC(=O)c3cccs3)n2)cc1OC | . | . | . | -1 | 1.9 | . | 3 | -16 | 50*
COc1cccc(CNC(=O)c2cc3c(C)nc4ccccc4c3o2)c1 | -4 | -4 | 2.0 | 10 | 7.2 | 4.9 | -2 | -5 | 26
CC(=O)NC1C(OCc2ccccc2)OC2COC(C)(C)OC2C1O (stereo not drawn) | 6 | -7 | 0.5 | 6 | 0.2 | 0.1 | -11 | 5 | -9
CC(NC(=O)c1ccco1)C(=O)NC(C)c1cc(F)c(Cl)cc1Cl (stereo not drawn) | -4 | -7 | 1.9 | 12 | 0.7 | 3.0 | -3 | -6 | 17
CN(C)C(=O)c1cn(CCC#N)nc1-c1ccc2ccccc2c1 | -8 | -11 | -0.8 | -10 | -0.4 | 0.0 | 10 | 15 | 3
Cc1cccc(N2CCN(C(=O)/C=C/c3cccs3)CC2)c1C | -12 | -1 | -2.5 | 24 | 1.3 | -1.2 | -5 | 9 | -2
COc1cc(CCC(=O)OCC(=O)Nc2ccc(Br)cc2F)cc(OC)c1OC | -14 | -6 | 3.9 | 7 | 8.0 | 5.5 | -5 | -21 | -3
CC(C)CC1C(=O)N(Cc2cn(Cc3ccco3)nn2)CCS(=O)(=O)N1Cc1ccc(-c2cccc(N(C)C)c2)cc1 (stereo not drawn) | . | . | . | 0 | -0.4 | . | -1 | . | 48
CC(C)Cn1c(N)c(C(=O)COC(=O)COc2cccc(C(F)(F)F)c2)c(=O)n(C)c1=O | 10 | -17 | 8.4 | -12 | 15* | 13 | 17 | -11 | 42
CCCCN(C(=O)CCC(=O)Nc1cc(C)on1)C(C(=O)NC1CCCC1)c1ccc(F)cc1 (stereo not drawn) | -23 | -5 | -2.7 | 5 | -0.4 | -1.5 | 0 | 3 | 7
CN1CCN(S(=O)(=O)c2cccs2)CC1 | -12 | 1 | 0.5 | 3 | 0.3 | 0.2 | -3 | 8 | 0
COc1ccc(C(=O)NC(=S)N2CCOCC2)cc1OC | -2 | -8 | 1.5 | -19 | 0.1 | 0.3 | 7 | -3 | 10
COc1ccccc1-n1c(SCC(=O)Nc2cccc(C(=O)O)c2)nnc1-c1ccccc1O | 6 | -3 | -0.8 | 8 | -0.1 | -0.3 | -12 | -17 | -15
COc1ccc(Cn2c(C)c(C)c(C#N)c2NC(=O)Nc2cccc(C)c2)cc1 | -16 | -12 | -1.8 | 8 | 2.1 | 0.7 | -1 | -13 | 12
Cc1ccc(SCCC(=O)N/N=C/c2ccccc2O)cc1 | -7 | 1 | -0.2 | 20 | 1.3 | 2.1 | -6 | -4 | 6
CCc1nc(C)ccc1OCC(=O)N(CC)CC | 0 | -1 | 0.1 | 9 | 0.2 | 0.6 | -25 | -18 | 5
CCOCCCNC(=O)C(NC(=O)c1cnccn1)c1ccc(C)cc1 (stereo not drawn) | -16 | -6 | 0.5 | 6 | -0.1 | 4.1 | 6 | 2 | -4
C=CCn1c(SC(C)C(N)=O)nc2sc(CC)cc2c1=O (stereo not drawn) | 11 | -4 | -0.5 | -12 | 0.1 | -0.6 | 3 | -5 | 7
CCOc1cc(-c2cc(N)n[nH]2)cc(OCC)c1OCC | -5 | -3 | -0.7 | 27 | 1.1 | -0.6 | -11 | -6 | -37
CC(=O)N/C(=C\c1ccc(F)cc1)C(=O)N(C)C | -1 | 0 | -0.1 | 19 | 0.4 | -0.2 | -5 | -13 | 1
CSCCC(NS(=O)(=O)c1ccc2c(c1)oc(=O)n2C)C(=O)NC1CCC(C)CC1 (stereo not drawn) | -12 | 2 | -1.6 | 3 | 0.4 | -0.7 | 1 | 0 | -18
CC(C)(C)N1CCC1CN (stereo not drawn) | . | . | . | 1 | 1.6 | . | -6 | -8 | 1
Cc1nn(C)c(C(=O)N/N=C/c2cccc3ccccc23)c1Cl | -13 | -4 | -1.4 | 4 | -0.1 | -1.5 | 0 | -3 | 23
CCOc1ccc(NC(=O)CSc2ccc3nnc(-c4ccccn4)n3n2)cc1 | -12 | -7 | -0.7 | -3 | 0.1 | -0.6 | -11 | 1 | -28
CN(C)S(=O)(=O)c1cc(NC(=O)COC(=O)/C=C/c2ccco2)ccc1Cl | -16 | -5 | 2.3 | 9 | 0.8 | 2.5 | -9 | -10 | 2
COc1cccc(-n2c(CN3CCN(c4ccccc4)CC3)nc3ccc([N+](=O)[O-])cc3c2=O)c1 | -22 | -15 | -1.1 | 13 | 0.5 | -0.1 | -15 | -1 | 27
Cc1cc(C)nc(CCNC(=O)c2cc(COc3ccc(F)cc3Cl)on2)n1 | -20 | -16 | -1.3 | 3 | 4.8 | 0.7 | -23 | 0 | 11
O=C(CN1C(=O)NC2(CCCCCCC2)C1=O)Nc1cccc(Br)c1 | -6 | -6 | -0.1 | 2 | 1.0 | -0.8 | -7 | . | -2
O=C(O)CCCC(=O)Nc1ccc(N2CCCC2)cc1 | -16 | -8 | -0.1 | 9 | 0.0 | 0.3 | -3 | 1 | -7
COc1ccc(-c2c(-c3cc(OC)cc(OC)c3)n(C)c3ccc(-c4ccc5cc[nH]c5c4)cc23)cc1 | -2 | 5 | 0.6 | 18 | 0.9 | -0.6 | -17 | . | 9
COc1ccc(CC2(CO)CCN(C(=O)NCc3ccccc3)CC2)cc1 | 7 | -14 | 0.8 | 25 | 2.0 | 0.9 | -14 | 6 | 12
COCc1[nH][nH]c(=O)c1C=Nc1ccc(OC(F)(F)F)cc1 | 4 | -5 | 1.1 | 3 | -0.2 | 0.6 | 4 | -14 | -29
CCCCC1=CC2=CC(=O)C(C)(OC(=O)CC)C(=O)C2=CN1Cc1ccc2c(c1)OCO2 (stereo not drawn) | -18 | -5 | -0.2 | -1 | -0.5 | -0.2 | 3 | . | 2
Cc1onc(-c2c(Cl)cccc2Cl)c1C(=O)N=S(C)(=O)c1ccccc1 (stereo not drawn) | -5 | -3 | -0.7 | 9 | 0.4 | 0.0 | 5 | -2 | 0
COc1ccc(/C=N/c2sc3c(c2C#N)CCN(Cc2ccccc2)C3)c(O)c1 | 2 | 0 | 0.5 | . | . | 0.7 | . | -10 | .
COc1cccc(Oc2ccc(N)cn2)c1 | -15 | -12 | 0.7 | 13 | 1.9 | 0.6 | -7 | -9 | -2
Cc1cc(C)c(C(=O)CN2C(=O)C(=O)N(C3CCCC3)C2=O)cc1C | -25 | -8 | -0.3 | -16 | 0.3 | 0.8 | 7 | . | 29
CCOc1ccc(Nc2nc(NCC(=O)O)nc(N)c2[N+](=O)[O-])cc1 | 1 | -2 | -0.1 | 2 | 0.3 | -0.3 | -4 | -12 | -14
COc1ccccc1N1CCN(c2cc(=O)n(-c3ccc(Cl)cc3)c(=O)[nH]2)CC1 | -3 | -1 | 0.9 | 15 | 0.3 | 0.1 | -8 | 1 | -10
CC(/C=C/c1ccc(C)o1)=C\C(=O)O | 3 | -5 | 0.6 | 18 | 0.6 | 0.7 | -8 | -3 | 3
O=C(CCNC(=O)c1ccccc1Cl)NCC(c1ccc(F)cc1)N1CCOCC1 (stereo not drawn) | -23 | -8 | -0.6 | -9 | 0.4 | -1.1 | 2 | . | -9
COc1cc2c(cc1OC)CN(Cc1cccs1)CC2 | -7 | 3 | 1.1 | 19 | 0.2 | 1.3 | -13 | 3 | 5
O=C(O)CCCNC(=O)CC1S/C(=N/N=C/c2ccccc2O)NC1=O (stereo not drawn) | -13 | -2 | -0.3 | 15 | 2.3 | -0.5 | -1 | -6 | -3

Part of the list above, limited to M1 ag parental, GPR7 antag and OXTR ag.
structure	M1 ag parental	GPR7 antag	OXTR ag
COc1cccc(CNC(=O)c2cc3c(C)nc4ccccc4c3o2)c1	7.2	-5	2.0
CCc1nc(C)ccc1OCC(=O)N(CC)CC	0.2	-18	0.1
